DNMT1 block = DNMT1 (human) enzyme inhibition. P26358. DNMT1 molecular beacon, Hinp1I cleavage, fluorescence. inhibition (reported as % activation of signal), % at 10 µM. hit rate 0.83% among 360,000. AID 588458; in the data active = inhibition above about 50%
Tb MetRS inh = blocks T. brucei methionyl-tRNA synthetase activity; AID 624268; purified T. brucei MetRS, ATP depletion, Kinase-Glo luminescence; hit rate 0.4% among 360,000; inhibition, % at 11.9 µM;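 active = inhibition above a per-plate cutoff of the control wells' mean inhibition plus 3 SD, cut at about 5.5% in these data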;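 also: 0% = DMSO wells median and 100% = median of wells with control inhibitor compound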
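Dosing: 11.9 µM compound single dose, 0.9% DMSO; Assay system: purified T. brucei MetRS enzyme; Measured by: Kinase-Glo luciferase luminescence reporting remaining unconsumed ATP; Schedule: 15 min plus 2 h at 25 °C.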
bovine MsrA act = activators of bovine methionine sulfoxide reductase A; activation, % at 10.6 µM; hit rate 0.3% among 360,000; purified bovine MsrA, absorbance read-out; AID 602163; in the data active = activation above about 7.5%;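 also: 0% = vehicle and 100% = reference activator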
STEP block = blocks human striatal-enriched tyrosine phosphatase | inhibition, % at 20 µM | hit rate 0.25% among 360,000 | recombinant STEP, OMFP fluorogenic substrate, fluorescence | P54829;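 active = inhibition at 20 µM, scaled per plate between control wells, above about 37%, limit read from the data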;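 also: 0% = DMSO with enzyme and substrate and 100% = substrate only without enzyme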
Target sequence (P54829 whole entry, looked up): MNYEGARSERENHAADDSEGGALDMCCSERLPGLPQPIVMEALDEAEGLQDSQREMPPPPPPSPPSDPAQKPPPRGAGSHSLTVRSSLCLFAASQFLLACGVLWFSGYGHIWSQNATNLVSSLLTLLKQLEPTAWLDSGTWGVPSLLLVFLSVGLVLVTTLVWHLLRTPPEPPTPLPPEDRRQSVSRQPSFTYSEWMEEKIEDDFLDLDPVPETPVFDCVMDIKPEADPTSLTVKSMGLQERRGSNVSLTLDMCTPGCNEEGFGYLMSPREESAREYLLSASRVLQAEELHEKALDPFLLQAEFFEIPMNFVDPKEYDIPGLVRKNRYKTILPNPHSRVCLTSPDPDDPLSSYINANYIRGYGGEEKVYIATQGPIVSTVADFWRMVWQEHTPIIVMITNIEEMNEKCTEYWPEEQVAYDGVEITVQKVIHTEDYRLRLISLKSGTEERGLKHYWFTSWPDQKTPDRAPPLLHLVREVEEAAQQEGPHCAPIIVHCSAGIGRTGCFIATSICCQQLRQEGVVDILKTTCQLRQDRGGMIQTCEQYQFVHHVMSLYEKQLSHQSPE
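material = STEP tyrosine phosphatase | reagent = fluorogenic phosphatase substrate OMFP at 25 µM final | doses = single compound dose of 20 µM, 1% DMSO final | schedule = 20 min reaction, room temperature, in the dark | measured by = fluorescence, 480/540 nm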
SUMO1-SIM PPI = SUMO1-SIM interaction modulation. inhibition, % at 20 µM. P63165. SUMO1 binding to a labelled peptide, TR-FRET, 1 h. hit rate 0.33% among 360,000; in the data active = inhibition above about 37%
eLon inh = E. coli protease La inhibition | P0A9M0 | purified E. coli Lon protease, fluorescence polarization | inhibition, % at 7.94 µM | hit rate 0.42% among 360,000 | AID 602123; in the data active = inhibition above about 13%, passing the limit was not always enough;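 also: 0% = enzyme with probe and DMSO and 100% = no enzyme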
MsrA inh = inhibits bovine methionine sulfoxide reductase A; purified bovine MsrA, absorbance read-out; inhibition, % at 15.5 µM; hit rate 0.75% among 360,000; in the data active = inhibition above about 4.5%;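 also: 0% = vehicle wells with enzyme and 100% = reference inhibitor wells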
Scp-1 inhibitor = inhibitors of human Scp-1 phosphatase. inhibition, % at 20 µM. Q9GZU7. Recombinant Scp1, phosphopeptide, malachite green phosphate absorbance. hit rate 0.88% among 340,000. AID 493091;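 active = inhibition above about 50% at 20 µM, limit read from the data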;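 also: plate controls were DMSO wells with enzyme for no effect and wells lacking enzyme for full effect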
Target sequence (Q9GZU7 76-261 limits assumed): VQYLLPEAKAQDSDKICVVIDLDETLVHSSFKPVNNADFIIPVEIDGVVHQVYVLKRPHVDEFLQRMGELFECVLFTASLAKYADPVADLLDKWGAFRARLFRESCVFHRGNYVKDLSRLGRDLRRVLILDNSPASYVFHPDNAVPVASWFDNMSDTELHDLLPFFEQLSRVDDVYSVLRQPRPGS
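System: truncated SCP-1 phosphatase (76-261aa); medium: Tris acetate buffer pH 5.5 with MgCl2 and Tween-20; incubation: 45 min room-temperature reaction, 5 min colour, 30 min stabiliser; compound: single 20 µM dose, 1% DMSO; reagent: Phosphorylated 17-residue peptide substrate; read-out: % inhibition at 20 µM; technique: colorimetric free-phosphate detection, absorbance 630 nm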
NRP1-CendR mod = modulators of CendR peptide binding to human neuropilin-1. FAM-RPARPAR peptide binding to NRP-1, fluorescence polarization. inhibition, % at 25 µM. hit rate 0.85% among 360,000;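 active = inhibition or corrected inhibition above about 18%, plus a signal ratio from 0.5 to 1.5, limit read from the data, passing the limit was not always enough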; also: strong numbers were not always called active
LMPTP inh = blocks human LMPTP phosphatase. P24666. recombinant LMPTP-A, OMFP fluorogenic substrate, fluorescence intensity. inhibition, % at 20 µM. hit rate 0.22% among 360,000. AID 651560;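 active = compounds that cut the enzyme signal by at least half of the control window in the single-dose screen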;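 also: plate controls were DMSO wells with enzyme plus substrate for no effect and substrate without enzyme for full effect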
Target sequence (P24666 whole entry, looked up): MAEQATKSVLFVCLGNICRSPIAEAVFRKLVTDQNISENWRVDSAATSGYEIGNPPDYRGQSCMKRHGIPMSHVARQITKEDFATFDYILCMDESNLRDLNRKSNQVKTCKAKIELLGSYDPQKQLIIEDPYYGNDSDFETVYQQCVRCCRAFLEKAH
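Material: LMPTP-A; amount: 0.625 nM enzyme; doses: single 20 µM dose; times: reaction 50 min, room temperature, dark; technique: fluorescence intensity of OMFP turnover product; benchmarks: no-enzyme and uninhibited controls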
Numbers without * were called inactive; x = not tested or not shown. The order is random (roughly 4.3% active in at least one column).

smiles	Tb MetRS inh	NRP1-CendR mod	LMPTP inh	STEP block	Scp-1 inhibitor	eLon inh	DNMT1 block	SUMO1-SIM PPI	MsrA inh	bovine MsrA act
N#CC1=C(N)Oc2n[nH]c(-c3ccccc3)c2C1c1ccsc1 (stereo unspecified)	-0.6	11	1.5	1	0	10	-16	-3	1.1	1
CCC(=O)N(Cc1cc(=O)[nH]c2ccccc12)c1cccc(C)c1	-1.9	-15	-1.9	0	0	-3	-8	3	0.4	-5
O=C(Nc1ccccc1)Nc1ccc2ccccc2n1	-0.7	-1	-0.6	-3	-7	3	1	-1	0.3	-2
CCCSc1nc2c(cnn2-c2ccc(Cl)cc2)c(=O)[nH]1	-0.4	-5	-0.1	-2	-5	4	9	5	-0.7	0
COc1ccc(CC(=O)N(Cc2ccccc2)c2cccc(C)c2)cc1OC	-0.4	6	-0.1	1	-8	-11	2	5	-0.9	-3
COc1ccccc1C(=O)NC(=O)COC(=O)C1CC2CCCC(C1)C2=O (stereo unspecified)	0.0	-1	-0.7	-1	-5	-5	1	0	-0.4	-2
COc1ccc(-n2c(SCC(=O)Nc3nccs3)nnc2-c2ccc(Cl)cc2)cc1	-1.2	10	0.5	-1	-5	15	14	-6	0.2	-2
c1coc(CNCC2OCCc3ccccc32)c1 (stereo unspecified)	-0.4	2	-0.4	1	-8	3	-1	1	-1.1	-3
Cc1ccc(C(=O)N/C(=C\c2ccc(-c3ccccc3[N+](=O)[O-])o2)C(=O)NCCN(C)C)cc1	0.8	1	-2.4	6	-5	2	-20	-21	0.5	-2
CC(C)c1nc(SCC(=O)N2CCN(c3ccccc3)CC2)c2c(=O)n(C)c(=O)n(C)c2n1	0.0	7	0.9	3	-9	-1	5	4	1.8	-1
CCCc1cc(Nc2ccccc2C)n2ncnc2n1	0.3	-6	0.5	-2	-5	2	2	5	-0.9	-2
COc1ccc(NC(C)=O)cc1NC(C)C(=O)Nc1ccc(F)c(F)c1F (stereo unspecified)	0.1	-6	-1.5	-1	-8	5	-3	3	0.7	1
Cn1c(Nc2ccccc2)nc2ccccc21	-1.2	2	3.2	-1	-5	1	1	-4	1.9	-4
COCCn1c(SCC(=O)Nc2ccc3c(c2)OCCO3)nc2ccccc2c1=O	-0.4	-10	0.2	-2	x	2	2	4	-0.9	-8
COc1cccc2cc(-c3nc4ccccc4[nH]3)c(=O)oc12	0.3	-6	5.0	1	3	-4	4	-17	1.9	-4
Cc1ccc(NC(=O)c2ccc3c(c2)S(=O)(=O)c2ccccc2C3=O)cc1S(=O)(=O)N1CCOCC1	-1.0	29*	3.2	0	-11	-4	19	-7	-0.1	-8
O=C1CCc2cc(NS(=O)(=O)c3ccccc3)cc3c2N1CC3	-0.7	22	1.8	0	-1	1	3	5	0.3	-7
Cc1nc2nc(Cc3ccccc3)[nH]n2c(=O)c1Cl	-0.8	-5	-2.1	3	3	-13	1	0	0.8	-4
Nc1ncnc2c1ncn2C1OC(C(=O)NC2CC2)C(O)C1O (stereo unspecified)	-1.8	8	-2.4	-2	-12	4	1	4	-1.0	-5
COc1ccc(CNC(=O)CCn2ccc3cc(S(=O)(=O)N4CCCC4)ccc32)cc1	-0.1	3	-0.4	0	-5	9	1	0	0.0	-3
CC(C)C(C(=O)NCC1CCCO1)N(C(=O)CNS(=O)(=O)c1ccccc1)c1ccc(F)cc1 (stereo unspecified)	-0.3	8	-2.7	1	-8	3	-1	7	0.2	-2
Cc1cccc(NC(=O)Nc2ccc(S(=O)(=O)Nc3onc(C)c3C)cc2)c1	-0.2	-6	-0.8	-2	-19	-11	2	6	-0.8	-2
COC(=O)Cn1c(=O)c2c(nc3n2CCCN3CCc2ccccc2)n(C)c1=O	1.2	6	0.6	2	-12	-6	5	11	-0.4	-2
Cc1ccc(Cl)cc1N1CCN(CC(=O)Nc2ccc3[nH]c(=O)[nH]c3c2)CC1	-0.4	-11	0.6	-3	-4	-2	-1	4	0.2	-1
CC(C)CCC[C@](C)(O)c1ccc(C(=O)O)cc1O	-0.1	-4	-1.1	x	x	5	x	5	-0.1	-1
CCc1nc2ccc(C(=O)Nc3cccc(OCC(=O)N(C)C)c3)cn2c1N(C)Cc1cc2ccccc2s1	-0.2	2	4.6	3	x	9	-16	-2	0.2	0
Cc1c(C(=O)NCc2cccs2)oc2ccc(Br)cc12	-1.5	-3	1.9	3	-8	-12	-1	0	1.4	-4
CN1CCN(c2ccc(S(=O)(=O)N3CCCCC3)cc2NC(=O)Cc2c(F)cccc2Cl)CC1	-0.3	4	-0.2	-2	2	4	-1	-2	0.4	-3
CCn1c(/C=C/c2cccc([N+](=O)[O-])c2)nc2ccccc2c1=O	-0.5	2	0.2	2	-2	-6	-2	-17	0.1	-1
CCCCOC1(c2ccccc2)OC(=O)c2ccccc21 (stereo unspecified)	-0.5	-11	4.8	3	-11	0	4	5	-0.9	-2
CCOc1cc(/C=N/NC(=O)COc2nc(C)cc(COC)c2C#N)ccc1O	-0.1	-8	-0.2	1	-1	5	3	4	4.0	-1
COc1ccc(C(=O)C2CCCN(C(=O)c3ccccc3C(C)=O)C2)cc1F (stereo unspecified)	-1.1	5	-0.5	-2	-7	-1	0	2	1.2	-11
COc1ccccc1C(=O)O/N=C(\N)c1ccc(Cl)cc1	-1.0	7	1.0	-4	-3	-4	1	-2	-0.2	-7
O=C(c1ccc(Cl)cc1)N1CCC(O)(CSc2ccccc2)CC1	0.0	2	-0.4	0	-11	-5	1	3	-0.1	-6
CCOc1ccc(S(=O)(=O)N(C)c2ccc(OCC(=O)Nc3nccs3)cc2)cc1	0.3	3	-0.5	-2	1	0	-4	13	1.8	-1
O=C(Nc1ccccc1)Nc1ncc([N+](=O)[O-])s1	6.4*	-6	2.1	3	-9	-9	-5	-29	0.2	0
C/C(=C1/SC(=S)N(CCC(=O)O)C1=O)c1ccc(O)cc1	26*	-1	-3.0	0	-3	0	-4	-11	1.2	-7
C=CCn1c(SCC(=O)OCc2ccccc2)nc2c1c(=O)n(C)c(=O)n2C	0.4	-12	-0.5	1	-11	3	-1	3	-0.1	-3
c1cc2c3c(cccc3c1)C(N1CCCCCC1)=N2	0.0	0	2.0	-3	34	5	-4	-12	0.7	-2
CCNC(=O)C1(C)CCCN(C(=O)c2ccc(F)c(C)c2)C1 (stereo unspecified)	0.2	7	0.2	0	x	3	-5	-2	-0.9	-2
CCOC(=O)CSc1nc2sc3c(c2c(=O)n1CC)CC(C)(C)OC3	-0.1	-10	-0.8	1	-3	-11	2	-9	0.7	-3
COC(=O)CCCC1=CC2=C(c3ccccc3)C(=O)C(C)(OC(=O)C3CCCC3)C(=O)C2=CN1C1CCCC1 (stereo unspecified)	-0.3	30*	1.5	2	-3	0	-11	-22	0.4	-1
CCc1ccc(CNC(=O)C2CCCN(S(=O)(=O)N(CC)c3ccccc3)C2)cc1 (stereo unspecified)	0.5	9	1.9	2	-20	-7	2	6	1.2	-3
CN(C)c1ccc(NC(=O)Nc2csc3ccccc23)cc1	-0.4	0	0.7	-2	-4	5	-19	5	-0.1	-2
COc1ccc(C(O)c2nc3ccccc3n2C)cc1OC (stereo unspecified)	0.1	2	-0.5	-1	-8	-1	1	-1	0.5	-2
Cc1cc(C)cc(Oc2ccc(NC(=O)C3CC=CCC3C(=O)O)cc2)c1 (stereo unspecified)	-0.4	-7	1.2	9	-11	-6	0	0	0.3	1
CCOC(=O)CSc1nnc(CNC(=O)Cc2ccccc2)n1C	-1.3	-7	0.4	2	3	0	10	2	-0.7	-8
FC(F)(F)c1cccc(CN2CCN(c3ncccn3)CC2)c1	-0.3	7	-2.1	1	-2	7	0	0	0.0	-5
COc1ccc(COC(=O)C2=C(C)NC(=O)NC2c2ccc(O)c(OC)c2)cc1 (stereo unspecified)	0.1	-3	-0.2	-4	4	3	-2	4	2.0	-2
CCCN1CCC(=O)N([C@H](CO)c2ccccc2)CC1	-0.2	6	-1.5	5	-8	3	1	4	-0.8	-2
O=C(CCN1C(=O)/C(=C\c2ccc(F)cc2)SC1=S)Nc1ccc(O)cc1	-0.2	-4	-0.4	2	-5	3	4	-3	0.3	-4
CC(=O)c1c(C)nc(-c2ccc(Cl)cc2Cl)n1O	-1.1	-1	-0.3	-1	-10	4	1	-1	0.2	-10
Cc1cc2nc(C(C)(C)C)c(Cc3ccccc3C(F)(F)F)n2c(C)c1Br	-0.6	-1	3.8	x	x	2	x	3	-1.3	-2
Cc1ccccc1-c1nc2ccccc2c(=O)o1	-0.5	-17	0.3	1	x	1	-2	-3	-1.2	-6
CCCCCCSc1ccc([C@H]2N[C@@](Cc3ccccc3)(C(=O)OC)[C@H]3C(=O)N(C)C(=O)[C@@H]23)cc1	-0.4	-2	6.6	2	-9	2	-10	-3	1.9	-2
CC(C)(C)SCCNC(=O)CSc1ccccc1	-0.9	-5	-0.4	-4	-6	-4	3	0	-0.1	-5
Nn1c(SCC(=O)N2CCN(S(=O)(=O)c3ccc(Cl)cc3)CC2)nnc1-c1cccs1	-0.1	14	0.0	-2	-1	8	-1	-2	1.3	1
COCc1ccc(C(=O)NC2CCCc3c2cnn3-c2ccc(C)c(C)c2)o1 (stereo unspecified)	-0.3	3	0.9	2	-5	1	-1	3	-0.6	-2
COc1ccc(C/C(N)=N/OC(=O)Cc2ccc(OC)c(OC)c2)cc1	-0.4	9	0.4	0	-5	0	-2	3	0.5	-1
CCOC(=O)c1cccc(NC(=O)C2CCCN(S(=O)(=O)c3c(C)nn(C)c3C)C2)c1 (stereo unspecified)	-0.6	-6	0.4	-3	3	-2	-1	-1	0.6	-4
COc1ccc(S(=O)(=O)Cc2ccc(C(=O)N3CCN(c4ccccc4)CC3)o2)cc1	0.1	-1	-1.6	-2	-6	0	5	6	0.4	1
CCOC(=O)C1=CN(C)C=C(C(=O)OCC)C1c1ccsc1	-1.0	-12	-0.6	2	-9	-13	-3	-1	0.7	-6

Assay outcomes as filed in PubChem.
